Compound activity: PubChem BioAssay, National Center for Advancing Translational Sciences (NCATS)
TrxR1 inh: inhibitors of rat thioredoxin reductase 1; recombinant rTrxR1, NADPH fluorescence consumption, selenite substrate; O89049; actives 1% (n = 390,000); Potency, µM (top dose mostly 114 µM), for inactives: top-dose activity change, negative = inhibition, usual class: inhibitors; AID 588453; further: potency means the concentration at half of the fitted maximal effect; on the % scale 0 is the no-effect control and ±100 the full control effect; nearly all actives have a fitted effect of over 65% in size
Target sequence (O89049 whole entry, looked up): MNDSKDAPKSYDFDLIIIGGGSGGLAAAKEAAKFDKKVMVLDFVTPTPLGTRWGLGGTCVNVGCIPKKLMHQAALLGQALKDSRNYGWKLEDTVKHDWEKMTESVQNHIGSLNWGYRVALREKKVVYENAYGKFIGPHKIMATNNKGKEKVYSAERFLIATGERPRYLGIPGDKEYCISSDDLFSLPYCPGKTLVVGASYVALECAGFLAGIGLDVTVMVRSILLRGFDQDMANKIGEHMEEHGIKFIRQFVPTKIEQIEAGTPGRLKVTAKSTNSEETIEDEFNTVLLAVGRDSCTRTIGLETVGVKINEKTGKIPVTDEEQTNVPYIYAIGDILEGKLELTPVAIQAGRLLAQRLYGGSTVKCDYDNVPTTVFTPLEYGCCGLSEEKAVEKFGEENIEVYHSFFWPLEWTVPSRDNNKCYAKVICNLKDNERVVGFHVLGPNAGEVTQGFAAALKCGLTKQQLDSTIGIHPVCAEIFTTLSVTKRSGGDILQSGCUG
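Rat TrxR1 (90 nM in the dispensed reagent) was pre-reduced with 400 uM NADPH for 5 min at room temperature, then incubated with compound for 15 min. After 400 uM selenite was added, NADPH fluorescence (Ex 340/Em 450 nm) was followed for 8 min.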
D2 antag: antagonists of human D2 dopamine receptor. P14416. HEK293 TREx D2 cells, calcium flux, dopamine EC80. inhibition, % at 10 µM. actives 2% (n = 340,000); in the data active means inhibition above about 30%; further: 0% is about no effect
Target sequence (P14416 whole entry, looked up): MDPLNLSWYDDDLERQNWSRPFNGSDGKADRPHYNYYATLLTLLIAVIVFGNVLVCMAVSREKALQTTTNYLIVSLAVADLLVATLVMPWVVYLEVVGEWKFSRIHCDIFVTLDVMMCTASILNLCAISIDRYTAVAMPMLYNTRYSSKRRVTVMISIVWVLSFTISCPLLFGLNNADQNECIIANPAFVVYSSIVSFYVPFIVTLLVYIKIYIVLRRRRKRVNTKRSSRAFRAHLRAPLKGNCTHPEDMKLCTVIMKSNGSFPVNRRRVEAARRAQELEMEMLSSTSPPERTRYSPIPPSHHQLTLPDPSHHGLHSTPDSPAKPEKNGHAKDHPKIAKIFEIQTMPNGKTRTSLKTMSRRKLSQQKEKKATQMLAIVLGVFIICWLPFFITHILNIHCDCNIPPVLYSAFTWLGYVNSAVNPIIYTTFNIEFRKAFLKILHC
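Compounds are added to dye-loaded, induced HEK293 T-REx cells coupled to calcium release via D2; after a 3 min kinetic read an EC80 dopamine stimulus is given and fluorescence is recorded for 3 more min.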
Pin1 inh: human Pin1 inhibition; Potency, µM (doses to about 115 µM), without a hit: at the highest dose activity, negative = inhibition, actives largely listed as inhibitors; Q13526; Pin1 FP peptide displacement, HiFluor488, 10 min; AID 504891; actives 0.009% (n = 390,000); active means well fitted inhibition curve with a large enough effect in the polarisation, with a control signal flat, not every such curve was filed as active; inconclusive means small, poorly fitted or top-dose-only effect, or effect the other way, or a change in a side signal; inactive means no such curve, though single readings can be large or run the other way; the % refers to the polarisation; further: potency means the concentration at half of the fitted maximal effect; on the % scale 0 is the no-effect control and ±100 the full control effect
mIDH1 inhibitor: blocks human mutant IDH1 R132H enzyme | Potency, µM (top dose mostly 76.6 µM), inactives show top-dose activity change, negative = inhibition, actives largely listed as inhibitors | O75874 | IDH1-R132H enzyme, NADPH consumption, diaphorase/resazurin fluorescence | actives 0.093% (n = 390,000); further: potency means the concentration at half of the fitted maximal effect; on the % scale 0 is the no-effect control and ±100 the full control effect; nearly all actives have a fitted effect of over 65% in size
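IDH1-R132H (0.5 ug/mL dispensed) in pH 7.5 Tris buffer was preincubated 30 min with compound, then given a substrate mix of 0.016 mM NADPH and 2 mM alpha-KG for 80 min at room temperature; remaining NADPH was read by diaphorase/resazurin fluorescence.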
D2 ag: agonists of human D2 dopamine receptor | HEK293 T-REx D2 cells, calcium flux agonist mode | activation, % at 2 µM | actives 0.53% (n = 340,000);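 active means activation over 3 SD above normal in the single-dose calcium agonist read, cut at about 30% in these data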; further: 0% is about no effect
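Tetracycline-induced HEK293 Trex cells with D2 receptor force-coupled to calcium signaling, plated overnight at 30 C and loaded with no-wash calcium dye. Calcium flux read kinetically for 180 s after compound addition; responses flag agonists.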
TRHR agonist: activates the human TRH receptor. P34981. TRHR cells, calcium flux fluo-8, FDSS agonist mode. activation, % at 2 µM. actives 0.18% (n = 360,000). AID 493084; in the data active means activation above about 30%; further: 0% is about no effect
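Agonist-mode FDSS calcium read (Ex 480/Em 530, 1 s cycles) in 1536-well TRHR cells with fluo-8 dye, after 10-cycle baseline and 23 nL compound addition; TRH at EC20 (10 nM final) added afterwards for the enhancer phase.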
TRHR PAM: allosteric enhancers of human TRH receptor; enhancement, % at 2 µM; actives 0.66% (n = 360,000); AID 493056; TRHR cells, fluo-8 calcium fluorescence, EC20 TRH enhancement; P34981; in the data active means enhancement above about 30%; further: 0% is about no effect
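TRHR-expressing cells loaded with fluo-8 calcium dye were read kinetically (ex 480/em 530) during compound addition, then stimulated with an EC20 of TRH (10 nM final). Enhancement of the Gq-mediated intracellular calcium response was scored.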
USP1 inh: blocks the human USP1/UAF1 deubiquitinase complex; O94782; recombinant USP1/UAF1, Ub-Rhodamine cleavage fluorescence; Potency, µM (top dose mostly 57.1 µM), for the others: at the top dose activity change, negative = inhibition, hits mostly inhibitors; actives 0.23% (n = 390,000); further: potency means the concentration at half of the fitted maximal effect; on the % scale 0 is the no-effect control and ±100 the full control effect; nearly all actives have a fitted effect of over 60% in size; inactives centre near -12
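High-throughput fluorogenic screen: 1nM USP1/UAF1 complex, Ub-Rho substrate 150nM final, 50mM HEPES pH 7.8 with 0.5mM EDTA, 0.1 mg/ml BSA, 1mM TCEP and 0.01% Tween-20.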
TrxR1 substrate: substrates of rat thioredoxin reductase 1; O89049; purified TrxR1 substrate turnover, NADPH consumption readout; Potency, µM (highest dose often 114 µM), for the others: at the highest dose activity change, negative = substrate turnover; actives 0.01% (n = 390,000); AID 588456; further: potency means the concentration at half of the fitted maximal effect; on the % scale 0 is the no-effect control and ±100 the full control effect; nearly all actives have a fitted effect of over 50% in size
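Rat TrxR1, dispensed at 90 nM, was prereduced with 400 uM NADPH (final) for 5 min at ~22 deg C, then incubated with compound 15 min before 400 uM selenite. A first-read NADPH fluorescence drop versus no-compound background flagged substrates.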
* hit, by the source's call; ? = inconclusive; / = no result given; [ ] = dose if it differs, or a comment. Unless noted, the call rests on the fitted dose curve; in most records, active means well fitted inhibition curve with a large enough effect; inconclusive means small, poorly fitted or top-dose-only effect; inactive means no such curve, though single readings can be large or run the other way. Only part of the results is shown; the hit share may differ from the screen's.

SMILES,Pin1 inh,D2 antag,USP1 inh,TRHR agonist,TrxR1 substrate,mIDH1 inhibitor,TRHR PAM,D2 ag,TrxR1 inh
CCCCN(CC)C(=O)C1CCCN(c2ncnc3onc(C)c23)C1 (centres undefined),-6%,/,-17%,0.7,3%,-3%,17,0.2,20%
Cc1cc(=O)oc2cc(OCC(=O)NC3(C#N)CCCCC3)c(Cl)cc12,-5%,11,-21%,0.1,41%[activator],-3%,4,1.0,6%
CCOC(=O)c1c(S(=O)(=O)N2CCCC(C(=O)Nc3ccc(OCC)cc3)C2)c(C)n(C)c1C (centres undefined),-10%,/,-18%,-0.8,-9%[57.1 µM],-18%,2,0.4,0%[57.1 µM]
CSc1ccccc1NC(=O)CCn1c(=O)sc2ccccc21,6%,-12,2%,-1.0,-1%[57.1 µM],-6%,-6,-0.8,15%[57.1 µM]
C/C(=N\O)c1ccc2c(c1)OCCO2,11%,-10,8%,-0.1,1%[57.1 µM],2%,-4,-1.3,4%[57.1 µM]
Cc1noc(C)c1C(=O)OCC(=O)C12CC3CC(CC(C3)C1)C2,0%,6,-13%,-1.0,7%,0%,3,4.2,17%
O=C(NCC1CCCO1)C(c1cccs1)N(C(=O)c1ccc(-c2ccccc2)[nH]1)C1CCCC1 (centres undefined),66%[activator],-10,-22%,-0.2,-12%,-2%,4,/,13%[57.1 µM]
CC1(C)CC(=O)C2=C(C1)OC(N)=C(C#N)C2c1ccccc1OC(=O)N1CCOCC1 (centres undefined),-3%,-9,-16%,0.0,12%,7%,18,0.1,-9%
Cc1cc(C)cc(NS(=O)(=O)c2ccc(-c3cc(C)no3)s2)c1,?,/,11%,-0.6,5%[57.1 µM],2%,-5,-0.1,12%[57.1 µM]
CC(C)c1ccc(-c2nc(N3CCOCC3)[nH]c(=O)c2C#N)cc1,-4%,29,-13%,-0.3,7%,-15%,-7,-0.2,11%
COc1ccc(-c2c(C)c3ccc(O)cc3oc2=O)cc1OC,-1%,-10,-23%,-0.7,-6%,-1%,8,-0.1,0%
CN(Cc1ccccc1)C(=O)c1cccc(NC(=O)Cc2ccc(NC(=O)C3CCCN(C(=O)C4CCCCC4)C3)cc2)c1 (centres undefined),60%[activator],/,-31%,/,-3%,-1%,/,/,8%
CC(=O)c1cc(C(=O)N2CCc3c([nH]c4ccccc34)C2C2CCCCC2)[nH]n1 (centres undefined),14%,2,-20%,0.0,3%,-4%,-3,0.1,16%
CSc1nnc(CCNS(=O)(=O)c2ccc(Br)cc2)n1C,-6%,2,-18%,-0.2,-5%[57.1 µM],-7%,4,-1.8,13%[57.1 µM]
CC1CCCN(C(=O)c2cccc(S(=O)(=O)N3CCCc4ccccc43)c2)C1 (centres undefined),-5%,10,-10%,-0.3,-7%,4%,-5,-0.3,4%
Cc1cc(NC(=O)c2ccc(Br)c([N+](=O)[O-])c2)no1,1%,5,-21%,0.8,-4%,0%,-6,1.7,11%
O=C(Cn1c(=O)oc2ccccc21)NCC1COc2ccccc2O1 (centres undefined),1%,-1,-22%,0.8,?,-1%,-7,-0.6,14%
CCCCOc1ccc(C(=O)NCC(=O)NCC(c2ccc(OC)cc2)N2CCCC2)cc1 (centres undefined),2%,8,-22%,-0.2,-3%,5%,-5,-0.2,-9%
CCOc1nc(Oc2cccc(C(=O)O)c2)nc(Oc2cccc(C(=O)O)c2)n1,-9%,-5,-27%,0.2,9%[57.1 µM],0%,8,-0.4,9%[57.1 µM]
CCC(CC)C(=O)Nc1cc(C)cc(C)c1,0%,1,-7%,-0.4,3%,3%,-3,0.3,1%
Cc1ccc(-n2ncc3c(=O)[nH]c(SCC(=O)N4CCN(c5ccccc5)CC4)nc32)cc1,5%,-13,-3%,0.3,-4%,8%,4,3.1,-3%
S=C(NCCCc1ccccc1)NCc1ccccc1,8%,6,-13%,-1.3,-5%,2%,1,0.5,-12%
Cn1c(CCNC(=O)c2ccco2)nc2cc([N+](=O)[O-])ccc21,0%,1,-15%,-0.3,-3%,12%,-5,-0.2,15%
COc1ccc(-c2nnn(Cc3nc(N)nc(N4CCOCC4)n3)n2)cc1OC,-10%,18,-12%,-0.3,-7%,4%,-3,-1.0,-7%
CNS(=O)(=O)c1cn(CC(=O)N(C)Cc2ccccc2)cc1S(=O)(=O)NC,-8%,/,-16%,1.0,7%,2%,-5,/,12%
COCC(=O)NNS(=O)(=O)c1ccccc1[N+](=O)[O-],-5%,-8,5%,-0.1,-9%,0%,-4,0.3,-18%
CCC(C)(C)n1nnnc1C(c1ccc2ncccc2c1)N1CCN2CCCC2C1 (centres undefined),0%,9,-7%,0.3,6%,11%,-2,0.4,0%
Cc1cc(C)n(-c2ccc3nnc(C)n3n2)n1,6%,-1,-14%,-0.4,-16%[57.1 µM],3%,-6,-0.3,13%[57.1 µM]
CCCCCCCCCC[n+]1cccc(C(=O)N(CC)CC)c1,2%,/,4%,-0.5,2%,5%,4,/,27%
CCOC(=O)C1CCN(c2c(NCc3ccc(C(=O)NCCOC)cc3)c(=O)c2=O)CC1,-5%,/,-19%,0.8,-3%,0%,-6,/,1%[57.1 µM]
N#CC(Sc1ccccn1)c1ccc(Cl)cc1 (centres undefined),7%,7,-4%,-3.9,3%,9%,-4,-0.3,-31%[57.1 µM]
COC(=O)[C@@H]1[C@H](CCc2ccccc2)NC(=O)N(Cc2ccccc2)[C@@H]1C,1%,/,-25%,/,0%,-3%[38.3 µM],/,/,11%
Cc1cc(NC(=O)CN2CCC(C)CC2)nc2c1c(=O)oc1ccccc12,?,/,?,0.9,2%,-8%,3,1.2,7%
Cc1ccn2c(CNC(C)c3cn(C)nc3C)c(C(=O)N3CCCCCC3)nc2c1 (centres undefined),-7%,5,-13%,-0.3,9%,-2%,-1,0.6,1%
CCOc1ccc(NC(=O)Nc2cc(C)on2)cc1,0%,-13,-6%,0.4,6%[57.1 µM],3%,-2,2.1,13%[57.1 µM]
CN(C)S(=O)(=O)c1ccc(Cl)c(NC(=O)COC(=O)CCC2CCCCC2)c1,12%,/,-8%,/,-13%,3%,/,/,5%
CCSc1nnc(NC(=O)CN2C(=O)C3CC=CCC3C2=O)s1 (centres undefined),3%,5,4%,0.6,0%,-4%,27,-0.6,4%
COc1ccc(CN(C(=O)c2cccs2)c2ccccc2)cc1,-1%,-13,-20%,-0.2,-10%[57.1 µM],2%,-11,-0.8,38%[57.1 µM]
CCCCn1c(=NC(=O)c2cc3ccccc3o2)c(C(=O)OCC)cc2c(=O)n3ccccc3nc21,-2%,/,2%,-0.5,8%,-24%,5,-1.1,2%
O=C(Cc1ccc(Cl)cc1)NCC(c1cccs1)S(=O)(=O)c1ccccc1 (centres undefined),-4%,/,7%,-0.2,1%[57.1 µM],-6%,3,1.9,20%[57.1 µM]
Cc1cccc(C)c1NC(=O)CSc1nccn1C,2%,/,-13%,-0.3,0%,0%,0,14,7%
CCOC(=O)NC(N(O)c1cccc(Cl)c1)C(Cl)(Cl)Cl (centres undefined),-8%,3,-34%,-0.8,-4%,5%,2,0.8,-8%
CCOc1ccccc1C(=O)NCC(=O)OCC(=O)N1C(C)CCCC1C (centres undefined),-2%,8,-17%,-0.7,2%,4%,-5,-0.5,6%
Cc1ccc(NC(=O)Nc2cc(C(F)(F)F)c[nH]c2=O)cc1,11%,-3,-25%,2.1,-7%,-4%,7,-0.6,7%
O=C(COc1ccc2c(-c3ccccc3)cc(=O)oc2c1)Nc1ccc(CN2CCOCC2)cc1,7%,8,-14%,0.8,6%,8%,14,0.6,21%
CC1CCC(NS(=O)(=O)c2ccc3c(c2)n(C)c(=O)c(=O)n3C)CC1 (centres undefined),-5%,-8,-19%,-0.7,4%,5%,-3,0.4,4%
C/C(=C\C(=O)c1ccccc1)Nc1ccc2c(c1)OCO2,-2%,5,-11%,-0.3,-10%,12%,4,-1.1,?
O=C(N/N=C/c1cccn1-c1ccc([N+](=O)[O-])cc1)c1cccnc1,-8%,-7,-12%,-1.7,7%[11.4 µM],4%,-6,-0.5,12%[11.4 µM]
Cc1nnc2c3ccccc3nc(N3CCN(c4cccc(Cl)c4)CC3)n12,6%,/,?,0.7,-7%,-11%,5,0.8,17%

Single records, from the list above. Values in the order: Pin1 inh	D2 antag	USP1 inh	TRHR agonist	TrxR1 substrate	mIDH1 inhibitor	TRHR PAM	D2 ag	TrxR1 inh
COC(=O)[C@@H]1[C@H](CCc2ccccc2)NC(=O)N(Cc2ccccc2)[C@@H]1C across the screens: 1%	/	-25%	/	0%	-3%[38.3 µM]	/	/	11%
COCC(=O)NNS(=O)(=O)c1ccccc1[N+](=O)[O-] across the screens: -5%	-8	5%	-0.1	-9%	0%	-4	0.3	-18%
